N370S GC mod = inhibits or activates N370S mutant glucocerebrosidase; Potency, µM (top dose mostly 59.4 µM), for the others: at the top dose activity change, negative = inhibition, actives largely listed as inhibitors; N370S GC spleen homogenate, 4MU-glucoside fluorescence; 330,000 compounds, 0.092% hits; AID 2101;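 also: 0% = full enzyme activity and -100% = no enzyme basal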
TDP1 block = inhibitors of human tyrosyl-DNA phosphodiesterase TDP1; Q9NUW8; recombinant TDP1, AlphaScreen DNA substrate cleavage; Potency, µM (highest dose often 130 µM), for the others: top-dose activity change, negative = inhibition, hits mostly inhibitors; 350,000 compounds, 0.28% hits; also: nearly all actives have a fitted effect of over 40% in size
Target sequence (Q9NUW8 whole entry, looked up): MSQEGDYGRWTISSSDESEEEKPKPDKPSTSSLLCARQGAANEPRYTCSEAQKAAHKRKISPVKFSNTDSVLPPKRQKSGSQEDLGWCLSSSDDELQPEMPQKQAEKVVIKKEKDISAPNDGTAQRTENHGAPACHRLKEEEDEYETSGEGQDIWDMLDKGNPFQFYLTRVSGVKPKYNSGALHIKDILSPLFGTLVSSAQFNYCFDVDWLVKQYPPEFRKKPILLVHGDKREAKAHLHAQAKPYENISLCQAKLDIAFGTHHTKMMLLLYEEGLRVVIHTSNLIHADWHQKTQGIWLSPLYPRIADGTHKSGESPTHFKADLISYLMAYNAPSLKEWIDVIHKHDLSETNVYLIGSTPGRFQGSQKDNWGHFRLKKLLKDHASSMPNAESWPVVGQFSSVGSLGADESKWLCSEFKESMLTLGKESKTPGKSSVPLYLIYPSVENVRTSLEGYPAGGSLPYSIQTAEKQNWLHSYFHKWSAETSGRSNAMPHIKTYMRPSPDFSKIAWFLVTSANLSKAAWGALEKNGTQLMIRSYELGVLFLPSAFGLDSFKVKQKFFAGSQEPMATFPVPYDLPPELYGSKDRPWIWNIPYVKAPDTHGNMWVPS
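Tdp1 1 nM final; 15 min RT w/ cpd; substrate 15 nM, 5 min; beads 10 ug/ml, 10 min; AlphaScreen read. Neg ctrl: no enzyme.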
TDP1 cell noCPT = qHTS for Inhibitors of human tyrosyl-DNA phosphodiesterase 1 (TDP1): qHTS in cells in absence of CPT. DT40 Tdp1-/- hTDP1 cells, no CPT, ATP luminescence, 48 h. Potency, µM (highest dose often 46.2 µM), inactives show at the top dose activity change, negative = growth inhibition, usual class: inhibitors. 420,000 compounds, 15% hits. AID 686978, 2013; also: nearly all actives have a fitted effect of over 55% in size
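Compound effects on proliferation are scored in DT40 Tdp1-/-;hTDP1 cells in the absence of CPT. ATP levels (CellTiter-Glo luminescence) are recorded after a ≥48 hr, 37 °C incubation.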
* hit, by the source's call; ? = inconclusive; . = not tested or not shown; & = joins results of further samples; [ ] = another dose, or the depositor's remark. Calls follow the shape of the dose curve; as a rule, active = well fitted curve in the direction sought with a large enough effect; inconclusive = small, poorly fitted or top-dose-only effect, or another doubt; inactive = no such curve, though single readings can be large; an effect the other way counts as inactive or inconclusive. Unless noted, % is scaled to controls: 0 for no effect and ±100 for the full control effect; potency is read from the fitted curve at half-maximal effect. Some of the compounds tested; rates above refer to the full screens.

| Molecule | N370S GC mod | TDP1 block | TDP1 cell noCPT |
| --- | --- | --- | --- |
| O=C(CCn1c(=S)[nH]c2cc3c(cc2c1=O)OCO3)N1CCc2ccccc2C1 | -1% | 0% | . |
| CCN1C(=O)[C@H]2[C@@H](c3ccc(-c4ccc5c(c4)OCO5)cc3)N[C@@](Cc3ccccc3)(C(=O)OC)[C@H]2C1=O | . | 2% | -25% |
| CCN(CC)CCCN=Cc1c(-c2ccccc2)[nH]n(-c2nc3ccccc3s2)c1=O | 17% | 5% | ? |
| C/C(N)=C(/C#N)C(=O)COC(=O)COc1ccc(Cl)cc1C | -3%[12.8 µM] | -4% | 0% |
| Oc1c(C(c2ccccn2)N2CCCCC2)cc(Cl)c2cccnc12 (stereo not given) | 8% | 11% | 10µM* |
| COC(=O)c1ccc(COc2ccccc2/C=C(\C#N)C(=O)Nc2ccccc2C)cc1 | 4% | 0% | 0% |
| COc1ccc(-c2cccc([C@H]3[C@@H]4C=CC[C@@H](C)[C@@H]4C(=O)N3Cc3ccccc3)c2)cc1 | 14% | -2%[56.1 µM] | 21µM* |
| CCOc1ccc(NS(=O)(=O)c2cc(C(=O)N3CCN(C(C)=O)CC3)ccc2Cl)cc1 | 3% | 4% | -17% |
| COc1ccc(Cn2ccc3nc(C)c(C(=O)Nc4ccc(OC)c(OC)c4)cc3c2=O)cc1 | . | -1% | 2% |
| Cc1cc(C(=O)CN2CCCC2)c(C)n1-c1ccc(Cl)cc1 | -3% | 2% | ? |
| Cc1ccc(-c2cnc3cc(C)nn3c2)cc1 | -2% | -6% | ? |
| CCC(=O)NC(=S)Nc1cccc(NC(=O)c2ccccc2)c1 | 12% | -6% | 2% |
| CC1=C(c2ccc(C(C)C)cc2)S(=O)(=O)N=C1N1CCC(C(=O)NCc2ccco2)CC1 | . | 1% | ? |
| Cc1ccnc(NS(=O)(=O)c2ccc(-n3cccn3)cc2)c1 | -1% | 6% | -22% |
| COCCn1c(SCC(=O)NCc2ccccc2)nnc1-c1ccco1 | 2% | 4%[56.1 µM] | -4% |

Single values from the entries so far.
TDP1 block result of COc1ccc(-c2cccc([C@H]3[C@@H]4C=CC[C@@H](C)[C@@H]4C(=O)N3Cc3ccccc3)c2)cc1 → -2%[56.1 µM]
TDP1 cell noCPT result of COC(=O)c1ccc(COc2ccccc2/C=C(\C#N)C(=O)Nc2ccccc2C)cc1 → 0%

The list goes on.
| Molecule | N370S GC mod | TDP1 block | TDP1 cell noCPT |
| --- | --- | --- | --- |
| Cc1ccc(CCNC(=O)C2CCCN(c3nnc(C)c4c(C)n(-c5ccccc5)nc34)C2)cc1 (stereo not given) | . | 8% | ? |
| CC1CCCC(C)N1/N=C/c1ccc(C#N)cc1 (stereo not given) | 14% | 7% | ? |
| Cc1nc(SCC(=O)Nc2ccc(Cl)cc2[N+](=O)[O-])nc(C)c1C | 10% | 7% | ? |
| COc1ccc2c(c1)CCN(C(=O)CCl)C2C1C(=O)CCCC1=O (stereo not given) | -1% | 2% | 15% |
| CCN1CCN(Cc2ccc(NC(=O)c3cc(NC(=O)C4=NN(c5ccccc5)C(=O)C4)cc(OC)c3)cc2C(F)(F)F)CC1 | -9% | 4% | ? |
| CCN(CC(=O)Nc1ccc(NC(C)=O)cc1)c1ccc(C(F)(F)F)cn1 | -1% | 0% | ? |
| O=C(CCC1CCCN(Cc2ccc3c(c2)OCCO3)C1)NCc1ccc(F)c(F)c1 (stereo not given) | -1% | . | -30% |
| COc1cccc(-c2cc3nc4c(c(N5CCC6(CC5)OCCO6)n3n2)CCC4)c1 | -6% | -2% | 26µM* |
| Cn1c(=O)[nH]c2nnc(-c3ccc(Cl)c(Cl)c3)nc2c1=O | 3% | -2% | -29% |
| Cc1cc(/C=C(\C#N)C(=O)NCC2CCCO2)c(C)n1-c1ccc(Cl)cc1 (stereo not given) | -18% | 11% | ? |
| Cc1ccnc(NC(=O)/C=C/c2ccccc2[N+](=O)[O-])c1 | 19% | 1% | . |
| CC(C)CNC(=O)c1ccc(COc2ccc(Cl)cc2Cl)o1 | 12% | 0% | 21µM* |
| CC(C)N1CC2(c3ccccc3)CN(C(C)C)CC(c3ccccc3)(C1)C2=O | -6% | 3% | -14% |
| Cc1c(NC(=O)/C(C#N)=C/c2ccccc2)c(=O)n(-c2ccccc2)n1C | 5% | 5% | -1% |
| CC(C)NCCOc1cccc(Br)c1 | 6% | -7% | -16% |
| COc1ccc(OCC(=O)Nc2nnc3n2CCS3)cc1 | . | 3% | -10% |
| CN(C)c1ccc(C(CNS(=O)(=O)c2ccc3ccccc3c2)N2CCOCC2)cc1 (stereo not given) | -6% | . | -1% |
| Nc1nc(Br)c2c(F)cccc2c1-c1ccc(Cl)cc1 | 13% | 2% | -18% |
| O=C(Cc1ccc(F)cc1)Nc1nnc2n1CCS2 | . | 7% | -5% |
| CCOc1ccc(NC(=S)NC(C)C(c2ccccc2)N2CCN(C)CC2)cc1 (stereo not given) | -14% | 0% | -15% |
| Cc1ccnc(NS(=O)(=O)c2ccc(NC(=O)c3cc(-c4ccc(Br)cc4)nc4ccccc34)cc2)n1 | -12% | 0% | ? |
| CC(=O)Nc1ccc(S(=O)(=O)NC(CC(=O)NCCCN2CCOCC2)C(C)C)cc1 (stereo not given) | -4% | 0% | 1% |
| O=C(COC(=O)c1ccc(S(=O)(=O)N2CCCCC2)cc1)NCc1ccc(F)cc1 | -8% | -18% | -2% |
| O=C1NC(c2ccccc2)(C(F)(F)F)SC2=NCCCN12 (stereo not given) | -13% | 7% | -16% |
| CCc1ccc(-c2nc(CN3CCC(C(=O)N4CCN(c5ccccn5)CC4)CC3)c(C)o2)cc1 | 14% | 1% | 18µM* |
| O=C(Nc1ccc2c(c1)C(=O)NC2=O)c1cccc(Cl)c1 | 0% | . | -10% |
| N/C(=N\OS(=O)(=O)c1ccc2ccccc2c1)c1ccncc1 | ? | 7% | -19% |
| Cc1csc(NC(=O)C(CC(C)C)NS(=O)(=O)c2ccc3c(c2)oc(=O)n3C)n1 (stereo not given) | -6% | 5% | -16% |
| CN(C)C/C=C/C(O)(c1ccccc1)c1ccccc1 | 22% | -1% | -1% |
| O=C(Nc1ccc(S(=O)(=O)NC2=NCCCCC2)cc1)c1cccs1 | . | 1% | ? |
| Cc1noc(Cn2c(=O)c3ccccc3n(CC(=O)Nc3ccc(Cl)cc3)c2=O)n1 | . | -6% | ? |
| O=c1ccn(Cc2ccccc2)cc1 | -4% | 4% | 1% |
| Cc1ccc(NC(=O)CCS(=O)(=O)c2ccc(Br)cc2)nc1 | -5% | 4% | ? |
| Cc1nc2c(oc3ccc(Cl)cc32)c(=O)[nH]1 | -7% | . | -1% |
| C=CCNc1nnc(SC2CC(=O)N(c3ccc(OC)cc3)C2=O)s1 (stereo not given) | -6% | 0% | 4.6µM* |
| COC(=O)CC/C(C)=N\Nc1ccc([N+](=O)[O-])cc1[N+](=O)[O-] | 1% | 5% | -27% |
| C=CCOC(=O)NC(c1ccc(F)c(F)c1)C(C(=O)COC)C(=O)OC (stereo not given) | -4%&-5% | 5%&5% | . |
| CCC(C)NC(=O)CC(NS(=O)(=O)c1ccc(C)cc1)c1ccc(OC)cc1 (stereo not given) | -5% | 0% | 0% |
| Cc1ccc(-c2nc3ncccc3o2)cc1NC(=O)Cc1ccc(Cl)cc1 | 6% | 6% | -8% |
| CSCCC(NC(=O)COc1ccccc1)C(=O)OC(C)C(=O)Nc1ccccc1C (stereo not given) | -1% | -1% | 1% |
| CCOC(=O)C1Oc2ccccc2C(c2ccc(F)cc2)=C1C(=O)OC (stereo not given) | 3%[89.1 µM] | -5%[56.1 µM] | -27% |
| CCOc1ccc(S(=O)(=O)NCC2CCCO2)cc1 (stereo not given) | 22% | 1% | -16% |
| Cc1nn(Cc2ccc(C(=O)O)o2)c(C)c1[N+](=O)[O-] | -3% | 6% | -10% |
| CCC1CCCCN1C(=O)Cn1c(C(=O)OC)cc2ccsc21 (stereo not given) | 2% | -2% | -11% |
| O=C(Cn1ncc2c(=O)oc3ccccc3c21)NCc1cccnc1 | -1% | -3% | 9.2µM* |

No new results follow: an excerpt of the list.
| Molecule | N370S GC mod | TDP1 block | TDP1 cell noCPT |
| --- | --- | --- | --- |
| CCC(C)NC(=O)CC(NS(=O)(=O)c1ccc(C)cc1)c1ccc(OC)cc1 (stereo not given) | -5% | 0% | 0% |
| Cc1ccc(-c2nc3ncccc3o2)cc1NC(=O)Cc1ccc(Cl)cc1 | 6% | 6% | -8% |
| CSCCC(NC(=O)COc1ccccc1)C(=O)OC(C)C(=O)Nc1ccccc1C (stereo not given) | -1% | -1% | 1% |
| CCOC(=O)C1Oc2ccccc2C(c2ccc(F)cc2)=C1C(=O)OC (stereo not given) | 3%[89.1 µM] | -5%[56.1 µM] | -27% |
| CCOc1ccc(S(=O)(=O)NCC2CCCO2)cc1 (stereo not given) | 22% | 1% | -16% |
| Cc1nn(Cc2ccc(C(=O)O)o2)c(C)c1[N+](=O)[O-] | -3% | 6% | -10% |
| CCC1CCCCN1C(=O)Cn1c(C(=O)OC)cc2ccsc21 (stereo not given) | 2% | -2% | -11% |

The listing continues.
| Molecule | N370S GC mod | TDP1 block | TDP1 cell noCPT |
| --- | --- | --- | --- |
| C=CCn1cc(CN2CCC(C(=O)Nc3cccc(-c4cccc(F)c4)c3)CC2)c(C)n1 | -10% | 4% | 16µM* |
| Cn1nnc(NC(=S)NC(=O)c2cccc3c(Br)cccc23)n1 | 1% | 2% | 15% |
| COc1ccc(CCNC(=O)c2ccc(Cn3c(=O)c4ccccc4n(Cc4cccc(F)c4)c3=O)cc2)cc1OC | . | -2% | 16µM* |
| O=C(NC1CC2CCCC(C1)N2C(=O)NC1CCCCC1)c1ccccc1 (stereo not given) | 10% | -1% | -1% |
| O=C(Nc1ccc2oc(-c3ccc(Br)cc3)nc2c1)c1cc2ccccc2o1 | . | 4%[12.3 µM] | 10µM* |
| Nc1cc(N)nc(SCC(=O)Nc2ccccc2)n1 | -4% | 3% | 2% |
| O=C(NCC1CCCN(Cc2ccccc2F)C1)c1cccc(C(F)(F)F)c1 (stereo not given) | -4% | 1% | 4% |
| Cc1nn(Cc2ccc([N+](=O)[O-])cc2)c(=O)n1-c1c(F)cccc1F | -8% | 0% | -21% |
| Cc1ncc(CO)c(C=O)c1O | -4%&-10%&-4% | 4% | -12%&0% |
| CCN(CC)CCCOC(=O)C1(c2ccccc2)CCCC1 | -2% | -2% | -25% |
| COc1ccc(-c2csc(NC(=O)c3cccc(N4C(=O)CCC4=O)c3)n2)cc1OC | . | 4% | 21µM* |
| Cc1ccc(-c2cc3cccc[n+]3cc2-c2ccc(C)cc2)cc1 | ? | 11% | 1.2µM* |
